# JMJD2A Tudor – blocks the human JMJD2A Tudor domain; AlphaScreen JMJD2A-Tudor / H3K4me3 peptide binding; actives 4.4% (n = 390,000); Potency, µM (highest dose often 114 µM), for inactives: top-dose activity change, negative = inhibition, hits mostly inhibitors; AID 504339; further: potency means the concentration at half of the fitted maximal effect; on the % scale 0 is the no-effect control and ±100 the full control effect; nearly all actives have a fitted effect of over 50% in size
# BAZ2B inh – blocks human BAZ2B. AlphaScreen BAZ2B-H3K14Ac peptide displacement. Potency, µM (top dose mostly 114 µM), for inactives: at the highest dose activity change, negative = inhibition, hits mostly inhibitors. actives 4.4% (n = 360,000). AID 504333; further: potency means the concentration at half of the fitted maximal effect; on the % scale 0 is the no-effect control and ±100 the full control effect; nearly all actives have a fitted effect of over 60% in size
#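 AlphaScreen displacement: compounds (up to 110uM) incubated 30 min at room temperature with a preformed 50 nM BAZ2B/50 nM biotinylated H3K14Ac peptide complex in PBS pH 7.4 with Tween-20. Donor and acceptor beads at 10 ug/mL final added, 20 min light-protected before reading.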
# G9a inh – blocks human histone lysine methyltransferase G9a; Potency, µM (top dose mostly 102 µM), for inactives: at the highest dose activity, negative = inhibition, actives largely listed as inhibitors; G9a H3K9 monomethylation, AlphaScreen, 2 h; AID 504332; Q96KQ7; actives 8.8% (n = 350,000); further: potency means the concentration at half of the fitted maximal effect; on the % scale 0 is the no-effect control and ±100 the full control effect; nearly all actives have a fitted effect of over 75% in size
#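 Step 1: enzyme (final 20 nM) with compound, 15 min RT. Step 2: substrate peptide 500 nM and SAM 20 uM, 2 h RT. Step 3: anti-H3K9me1 antibody and AlphaScreen beads, 10 min, then plate read.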
# ERG Ets-DNA blk – inhibitors of human ERG Ets domain-DNA interaction. fluorescence polarization, His-ERG Ets domain / labelled DNA. Potency, µM (doses to about 76.9 µM), inactives show at the highest dose FP activity, negative = inhibition, hits mostly inhibitors. actives 0.028% (n = 370,000); active means well fitted inhibition curve with a large enough effect in the polarisation, with a control signal flat; inconclusive means small, poorly fitted or top-dose-only effect, or effect the other way, or a change in a side signal; inactive means no such curve, though single readings can be large or run the other way; the % refers to the polarisation;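 further: polarization taken with two DNA probes labelled with fluorescein and Texas red; potency means the concentration at half of the fitted maximal effect; % of control where 0% means no effect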
#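 His-tagged ERG Ets domain (1 uM in the protein solution; 300mM KCl, 50mM Tris-HCl, 1mM EDTA, 1mM DTT, pH 7.5) received compound, then a probe mix of 5 nM fluorescein-DNA and 100nM Texas-615-DNA. Fluorescence polarization was read for both dyes.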
# RGS4 inh – inhibitors of human regulator of G protein signaling 4. P49798. Transcreener GDP fluorescence polarization, RGS4-accelerated GTP hydrolysis. Potency, µM (titrated, usually from 114 µM), for the others: top-dose activity change, negative = inhibition, actives largely listed as inhibitors. actives 0.039% (n = 390,000). AID 504845; further: potency means the concentration at half of the fitted maximal effect; on the % scale 0 is the no-effect control and ±100 the full control effect; nearly all actives have a fitted effect of over 75% in size; some results filed as inactive show a strong effect at the top dose
#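 MLSMR compounds (23 nl, pin-transferred) preincubated 10 min at room temperature with a 500nM (2x) first reagent, then RGS4 at 900nM (2x) plus Transcreener GDP mix added; fluorescence polarization (620/688 nm) read before and after 90 min at 30 °C.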
# ALOX12 inh – inhibitors of human 12S-lipoxygenase ALOX12 | actives 1.1% (n = 580,000) | purified 12hLO, xylenol orange hydroperoxide absorbance | Potency, µM (doses to about 108 µM), for inactives: at the highest dose activity change, negative = inhibition, actives largely listed as inhibitors | AID 1671190; further: potency means the concentration at half of the fitted maximal effect; on the % scale 0 is the no-effect control and ±100 the full control effect
# Target sequence (P18054 whole entry, looked up): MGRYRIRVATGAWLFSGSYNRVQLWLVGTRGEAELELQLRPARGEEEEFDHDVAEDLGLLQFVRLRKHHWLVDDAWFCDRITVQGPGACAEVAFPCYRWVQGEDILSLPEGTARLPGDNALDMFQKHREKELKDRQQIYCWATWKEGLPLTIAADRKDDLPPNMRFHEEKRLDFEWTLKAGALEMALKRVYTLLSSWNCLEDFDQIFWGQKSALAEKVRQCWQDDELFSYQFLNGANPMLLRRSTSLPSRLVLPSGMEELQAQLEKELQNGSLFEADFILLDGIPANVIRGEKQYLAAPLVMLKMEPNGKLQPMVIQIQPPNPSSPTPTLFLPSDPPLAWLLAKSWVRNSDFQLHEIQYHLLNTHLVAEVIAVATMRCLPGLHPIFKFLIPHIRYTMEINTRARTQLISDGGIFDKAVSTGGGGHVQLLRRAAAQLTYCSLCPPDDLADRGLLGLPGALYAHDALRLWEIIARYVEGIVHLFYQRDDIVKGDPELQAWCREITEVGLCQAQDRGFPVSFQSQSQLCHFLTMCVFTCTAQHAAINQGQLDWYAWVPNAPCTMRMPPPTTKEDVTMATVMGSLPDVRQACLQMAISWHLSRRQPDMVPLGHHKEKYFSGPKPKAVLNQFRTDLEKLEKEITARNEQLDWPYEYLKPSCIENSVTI
#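 Purified human 12hLO at 150 nM in 25 mM Hepes, 0.01% Triton X-100, pH 7.0, preincubated 15 min at room temperature with compound. Reaction started with 40 uM arachidonic acid, 30 min at room temperature. Hydroperoxide measured by Fe-xylenol orange, 573/405 nm absorbance ratio.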
# GLS inhibitor – blocks human kidney-isoform glutaminase activity; actives 0.21% (n = 410,000); O94925; GLS enzymatic activity, qHTS titration; Potency, µM (top dose mostly 45.5 µM), without a hit: at the top dose activity change, negative = inhibition, actives largely listed as inhibitors; AID 624170; further: potency means the concentration at half of the fitted maximal effect; on the % scale 0 is the no-effect control and ±100 the full control effect
#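 Assay buffer: 45 mM KH2PO4 pH 8.2, 0.02% Tween-20. hKGA acts on L-glutamine (1 mM solution added); product glutamate is reported by an oxidase/peroxidase Amplex Red coupling, with fluorescence taken at baseline and 30 min.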
# PI4K2A inh – blocks human PI4K2A kinase activity; Q9BTU6; purified PI4K2A, ADP-Glo luminescence, 1 h; active compounds read low; activity change, negative = inhibition, % at 76.9 µM; actives 0.13% (n = 420,000); AID 1346378; in the data active means activity change below about -50%; inconclusive means mostly about -30% to -49%;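 further: -100% = wells without enzyme as full effect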
# Target sequence (Q9BTU6 whole entry, looked up): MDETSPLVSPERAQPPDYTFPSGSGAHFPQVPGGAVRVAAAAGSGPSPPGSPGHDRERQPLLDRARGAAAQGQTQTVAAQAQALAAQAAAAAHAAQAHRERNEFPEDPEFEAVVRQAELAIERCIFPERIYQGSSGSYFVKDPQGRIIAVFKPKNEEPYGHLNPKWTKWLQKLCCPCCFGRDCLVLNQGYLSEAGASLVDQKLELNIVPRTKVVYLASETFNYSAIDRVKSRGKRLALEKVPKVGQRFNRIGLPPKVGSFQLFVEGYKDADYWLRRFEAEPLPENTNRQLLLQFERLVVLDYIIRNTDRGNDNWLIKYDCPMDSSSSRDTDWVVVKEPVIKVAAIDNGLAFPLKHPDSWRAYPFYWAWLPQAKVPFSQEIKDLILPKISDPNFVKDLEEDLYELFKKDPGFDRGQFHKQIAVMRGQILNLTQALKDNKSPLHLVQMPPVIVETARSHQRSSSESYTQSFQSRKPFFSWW
#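 In this quantitative HTS, ADP production by PI4K2A was quantified luminescently after 1 h at ambient temperature; 100 microM adenosine served as plate-quality control.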
# HP1b chromo inh – blocks HP1-beta chromodomain binding to methylated histone tails. AlphaScreen HP1-beta / biotin-H3K9me3 peptide binding. Potency, µM (top dose mostly 114 µM), without a hit: at the top dose activity change, negative = inhibition, most hits filed as inhibitors. actives 0.56% (n = 390,000). AID 540317; further: potency means the concentration at half of the fitted maximal effect; nearly all actives have a fitted effect of over 70% in size; inactives centre near 23
#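 AlphaScreen: HP1-beta (50 nM) preformed 30 min with biotin-H3(1-18)K9me3 peptide (50 nM) in PBS pH 7.4, 0.01% Tween-20. Compound added for 30 min at RT, then streptavidin donor/nickel chelate acceptor beads (10 ug/mL) for 30 min.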
# Numbers without * were called inactive; ? = inconclusive; . = not tested or not shown; [ ] = dose if it differs, or a comment. Unless noted, the call rests on the fitted dose curve; in most records, active means well fitted curve in the direction sought with a large enough effect; inconclusive means small, poorly fitted or top-dose-only effect, or another doubt; inactive means no such curve, though single readings can be large; an effect the other way counts as inactive or inconclusive.
SMILES,JMJD2A Tudor,BAZ2B inh,G9a inh,ERG Ets-DNA blk,RGS4 inh,ALOX12 inh,GLS inhibitor,PI4K2A inh,HP1b chromo inh
C1CCC2(CC1)C1=C(CCCC1)Nc1nnnn12,6%,.,?,11%,-32%,-4%,.,7,55%[activator]
CCOC(=O)c1cccc(NC(=O)NCc2ccc3c(c2)CCN3C(=O)CC)c1,-19%,0%,-14%[59 µM],0%,-15%,-13%,-11%,-4,19%[57 µM]
Cc1nc2ccccc2nc1OCC(=O)NCc1ccc2c(c1)OCO2,?,-5%,6%,5%,-83%[11.4 µM],?,?,-20,-11%
Cc1ccc(NC(=O)Nc2ccc(F)cc2)cc1Cl,-10%,-9%,-12%[59 µM],?,1%,0%,-3%,-1,30%
CCc1ccc(N2C(=O)CS(=O)(=O)C23C(=O)N(Cc2ccccc2F)c2ccccc23)cc1 (configuration not stated),-13%,2%[57.1 µM],-32%[59 µM],5%,-7%,-27%,-5%,2,25%
COc1ccc(NC(=O)CC2(CC(=O)N3CCOCC3)CCCC2)cc1Cl,-5%,-5%,8%[2.33 µM],14%,-14%,5%,-2%,-2,26%
Cc1ccc(NC(=O)C2CCCN2C(=O)Oc2ccccc2)cc1C (configuration not stated),-10%,9%,1%[59 µM],-4%,-23%,0%,3%,-1,6%
CCC(C)Sc1ccc([C@H]2N[C@@](C)(C(=O)OC)[C@H]3C(=O)N(CC)C(=O)[C@@H]23)cc1OC (some centres not stated),-13%,.,.,10%,20%,-1%,-2%,1,34%
Cc1ccc(S(=O)(=O)N(C)CCCC(=O)Nc2ccncc2)cc1,-11%,5%,-51%,-2%,27%,10%[57.4 µM],6%,-2,35%
CCN(CC)S(=O)(=O)c1ccc(Oc2ccccc2OC)cc1,2%[11.4 µM],30%,50%[activator][59 µM],-6%,-25%[11.4 µM],0%,0%,7,70%[activator]
Cc1ccc(S(=O)(=O)N2CCN(CCNC(=O)C(=O)NCc3ccccc3)CC2)cc1,-18%,-6%,16%,0%,-14%,-1%,-14%,-2,-8%
COc1ccc(N2C(=O)CC(N3CCN(Cc4ccc5c(c4)OCO5)CC3)C2=O)cc1 (configuration not stated),-19%,-2%,40µM*,14%,-3%,-14%,-2%,-3,35%
CC1(OC(=O)CCc2ccccc2)C(=O)C=C2C=C(c3ccc(C#N)cc3)N(c3ccccc3)C=C2C1=O (configuration not stated),?,?,-44%[12.7 µM],4%,7%,-29%,3%,-3,-15%
CCS(=O)(=O)N1CCN(C(=O)c2cccc(OC)c2)CC1,-2%,.,6%[59 µM],-2%,18%,0%,8%,7,28%
CCN(CC)C(=O)c1ccc2c(=O)n(Cc3ccc4c(c3)OCO4)c(=S)[nH]c2c1,0%,-1%,15%,3%,-18%,-1%,?,1,47%[activator]
Cc1ccc(-n2c(=O)c3c4c(sc3n(Cc3cccc(Cl)c3)c2=O)CCC4)cc1C,2%,-2%,3%[59 µM],9%,-11%,-27%,-3%,4,24%
COCCNC(=O)CCN1N=C(c2ccccc2)CCC1=O,-23%,-15%,6%,0%,-37%[56.9 µM],-6%,0%,-2,59%[activator]
Cc1ccc(/C=C/C(=O)Nc2ccc(S(=O)(=O)Nc3cc(C)nc(C)n3)cc2)cc1,-9%,-4%,?,6%,0%,2%,-2%,-4,5%
COc1cccc(C(=O)Oc2cc(-c3ccccc3)no2)c1,-8%,?,?,-21%,12%,-28%,0%,-1,28%
CCOC(=O)N1CCN(C(=O)c2ccc3c(=O)n(CCC4=CCCCC4)c(=O)[nH]c3c2)CC1,-10%,3%,11%[59 µM],0%,4%,0%,-3%,-1,7%
CCOc1cc(/C=C/C(=O)c2ccc(OC)c(CN3CCOCC3)c2)cc(Br)c1O,?,?,45µM*,107%[activator],-25%,-17%,4%,2,-37%
CCC(C(=O)N1CCC(C(N)=O)CC1)n1nc(C)n2c(cc3occc32)c1=O (configuration not stated),7%,-4%,7%,-2%,-2%,10%,-10%,-2,50%[activator]
O=C1/C(=C\c2ccc(O)cc2)CCC1CNc1ccc(Cl)cc1 (configuration not stated),-28%,.,.,.,?,?,21%,4,24%
CCOc1cc(NS(=O)(=O)c2ccc(NC(C)=O)cc2)c(OCC)cc1NC(=O)c1cccs1,8%,-5%,-13%[59 µM],-2%,-13%,0%,23%,1,24%
CCc1ccc(/C(C)=N/NS(=O)(=O)c2ccc(OC)cc2)s1,5%,-16%,13%,10%,-1%,-12%,8%,-12,25%

# 3 compounds drawn at random from those above, as already listed:
SMILES,JMJD2A Tudor,BAZ2B inh,G9a inh,ERG Ets-DNA blk,RGS4 inh,ALOX12 inh,GLS inhibitor,PI4K2A inh,HP1b chromo inh
CCOC(=O)N1CCN(C(=O)c2ccc3c(=O)n(CCC4=CCCCC4)c(=O)[nH]c3c2)CC1,-10%,3%,11%[59 µM],0%,4%,0%,-3%,-1,7%
COCCNC(=O)CCN1N=C(c2ccccc2)CCC1=O,-23%,-15%,6%,0%,-37%[56.9 µM],-6%,0%,-2,59%[activator]
CCN(CC)C(=O)c1ccc2c(=O)n(Cc3ccc4c(c3)OCO4)c(=S)[nH]c2c1,0%,-1%,15%,3%,-18%,-1%,?,1,47%[activator]

# The listing continues:
SMILES,JMJD2A Tudor,BAZ2B inh,G9a inh,ERG Ets-DNA blk,RGS4 inh,ALOX12 inh,GLS inhibitor,PI4K2A inh,HP1b chromo inh
CCCCN(C(=O)/C=C/c1ccccc1)C1CCS(=O)(=O)C1 (configuration not stated),-1%,11%,0%,2%,-13%,26%,-18%,-4,22%
CCOC(=O)c1cnc(SCC(=O)c2ccc3c(c2)OCCO3)nc1N,-17%,-34%,?,.,-17%,?,-5%,0,30%
Cc1nc(-c2ccc(NC(=O)CC(C)C)cc2)cs1,-12%,1%,?,-6%,4%,?,22%,-5,-1%
Cc1ccc(NC(=O)CN2CCN(C(=O)c3ccco3)CC2)cc1S(=O)(=O)N(C)C,6.3µM*,.,.,-7%,-16%,?,-3%,-3,?
CN1CC(C(=O)O)Cc2c1ccc1ccccc21 (configuration not stated),-17%,-33%,20µM*,12%,4%,?,20%,-16,24%
C=CCn1c(SCC(=O)N(C)C2CCS(=O)(=O)C2)nc2ccccc2c1=O (configuration not stated),-4%,-4%,-2%[12.7 µM],-4%,-5%,-1%,-4%,-2,40%[activator]
COc1ccc(Cn2c(=O)[nH]c3cc(C(=O)NCCCN4CCCC4)ccc3c2=O)cc1,-27%,-5%,11%[12.7 µM],-4%,13%,2%,2%,-4,17%
O=C(Nc1ccc(F)cc1F)NC1CC1,-12%,-27%,-12%,?,-5%,-1%,0%,1,27%
CN(C)C(=O)C[n+]1ccc(/C=N/O)cc1,-5%,-24%,-7%[59 µM],-4%,2%,-8%,7%,3,16%
Cn1c(SCC(=O)c2ccccc2)nnc1-c1ccco1,-3%,-2%,-5%[59 µM],7%,-27%,?,8%,-14,39%[activator]
N#C/C(=C/c1ccc(OCc2ccccc2)cc1)C(=O)NC1CCCCC1,-43%,0%,14%[59 µM],8%,-4%,0%,0%,8,48%[activator]
O=C(NCCCCC(NC(=O)c1ccc([N+](=O)[O-])cc1)C(=O)O)c1ccc([N+](=O)[O-])cc1 (configuration not stated),-11%,8%,-6%[59 µM],8%,13%,4%,14%,14,?
COc1ccc(OCCNC(=O)c2cc(C3CC3)nc3c2cnn3C(C)C)cc1,-16%,3%,-3%[59 µM],-6%[15.4 µM],-13%,13%,0%,-3,26%
C/C(=C\C(=O)c1ccccc1)NNc1nc2ccccc2s1,-6%,?,10%[0.501 µM],-1%,-33%,0%,16%,-2,94%[activator]
CCN(CC)S(=O)(=O)c1ccc(NS(=O)(=O)c2ccc(F)cc2)cc1,-17%,9%,-28%,-7%,21%,0%,15%,7,21%
Cc1ccc(/C(N)=N/OC(=O)c2ccco2)cc1,25%,8%,8%[59 µM],0%,12%,-1%,0%,-24,69%[activator]
COc1nc(N(C)S(=O)(=O)c2ccc(C)cc2)nc(C)c1Br,-1%,7%,13%[0.501 µM],-4%,11%,-3%,1%,-4,31%
CCn1nnc2cc(C(=O)Nc3ccc(C(=O)OC(C)C)cc3)ccc21,-8%,.,.,11%,?,-26%,1%,-1,30%
CCS(=O)(=O)Nc1cccc(C(=O)O)c1,-26%,?,-1%,9%,39%,.,1%,-4,10%
CN(C)c1ccc(NC(=O)Cn2cc(S(=O)(=O)Cc3ccccc3Cl)c3ccccc32)cc1,?,25µM*,5µM*,2%,0%,-26%,2%,-4,-18%
C=CCNc1cc(N2CCCC2)ccc1[N+](=O)[O-],-23%,?,?,-12%,-2%,-8%,2%,-1,8%
O=C1CC(c2cccc(Cl)c2)CC(O)=C1C=Nc1cccc(Cl)c1 (configuration not stated),-5%,0%,-1%[59 µM],-3%,0%,6%,0%,1,38%
Cc1csc(=O)n1CC(=O)OCC(=O)Nc1ccc(Cl)cc1F,-10%,9%,21%[0.501 µM],-4%,-5%,?,-1%,-2,19%
Cc1ccc2c(NC(=O)c3ccco3)cccc2n1,-23%,-12%,50µM*,-3%,-13%,-25%,-4%,-3,39%
CCCCC(=O)NNC(=S)NC(=O)CCC,50µM*,26%,10µM*,-23%,?,-23%,22%,5,21%
Cc1cccc(C(C)C)c1NC(=O)Cn1c(=O)oc2cc(S(=O)(=O)N3CCCC3)ccc21,-10%,1%,0%[59 µM],-4%,-23%,-18%,-3%,-3,30%
CCOc1ccc(CCN2C(=O)c3cccnc3C2=O)cc1OCC,-9%,?,0%,-1%,-7%,9%,-4%,-7,25%

# A portion of the library; rates above refer to the full screens.
